Statin myotox sup: suppressors of statin myotoxicity in C2C12 myotubes, primary screen, cell-based, single point, plate reader. rescue of ATP level, % at 7.49 µM. C2C12 myotubes + simvastatin, ATP luminescence, 48 h; scaled: DMSO 0, geranylgeraniol control 100. hit rate 0.78% among 330,000;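 active = mean ATP rescue above about 67%, or every replicate alone reaching that limit, limit read from the data, passing the limit was not always enough; inconclusive = no clear call, values can overlap the other calls; inactive = mean under the limit and some replicate under it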;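 also: myotubes were challenged with 10 µM simvastatin during compound exposure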
ARNT TACC3 PPI: disruptors of ARNT/TACC3 protein interaction, primary screen, biochemical, AlphaScreen, single concentration; Transforming acidic coiled-coil-containing protein 3 (Homo sapiens), Q9Y6A5; AlphaScreen His-ARNT PAS-B/GST-TACC3 binding, luminescence; TACC3 fragment carries E629A point mutation; inhibition, % at 9.99 µM; hit rate 0.66% among 390,000; AID 623870, 2012;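 active = mean inhibition of replicates at least 50% and at least half of replicates each reaching 50%; inconclusive = half or more replicates reach 50% but mean below 50%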;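 also: 0% = complete ARNT plus TACC3 wells and 100% = ARNT alone without TACC3; many hits fall short of the cut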
esBAF inh: Bmi1 luciferase reporter increase in mESCs, primary screen, esBAF inhibitor project, mouse ES cells, Bmi1 luciferase knock-in, single point; 24 h; 100% = twice the neutral-well signal; reporter increase, % at 12.5 µM; hit rate 2% among 350,000; AID 602393, 2012; in the data active = activation above about 40%; inconclusive = no clear call, values can overlap the other calls;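 also: 0% = median of the plate's neutral control wells and 100% = double that signal; a rise in the Bmi1 reporter signal indicates esBAF inhibition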
miR122 inh: miR-122 Renilla sensor signal increase in Huh7, primary screen, miR-122 inhibitor project, cell-based, single point, plate reader; hit rate 0.3% among 340,000; Huh7 miR-122 Renilla luciferase sensor, 48 h; neutral wells = 0, positive control = 100; AID 602342, 2012; activation (reporter increase), % at 12.5 µM;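 active = mean replicate activation score at least 90 and every replicate individually at or above 90; inconclusive = only one of the two criteria met; inactive = neither criterion met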;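 also: higher luciferase means less miR-122 activity so hits act as miR-122 inhibitors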
ERp5 inh: inhibitors of ERp5-driven insulin aggregation, primary screen, biochemical, turbidity, absorbance 650 nm, single point; inhibition, % at 9.99 µM; AID 651711, 2012; hit rate 0.05% among 350,000; 90 min; Protein disulfide-isomerase A6 (Homo sapiens), Q15084;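 active = mean replicate inhibition above about 25%, with every replicate also reaching it, limit read from the data, passing the limit was not always enough; inconclusive = only one of those two criteria met; inactive = neither criterion met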
Target sequence (Q15084 whole entry, looked up): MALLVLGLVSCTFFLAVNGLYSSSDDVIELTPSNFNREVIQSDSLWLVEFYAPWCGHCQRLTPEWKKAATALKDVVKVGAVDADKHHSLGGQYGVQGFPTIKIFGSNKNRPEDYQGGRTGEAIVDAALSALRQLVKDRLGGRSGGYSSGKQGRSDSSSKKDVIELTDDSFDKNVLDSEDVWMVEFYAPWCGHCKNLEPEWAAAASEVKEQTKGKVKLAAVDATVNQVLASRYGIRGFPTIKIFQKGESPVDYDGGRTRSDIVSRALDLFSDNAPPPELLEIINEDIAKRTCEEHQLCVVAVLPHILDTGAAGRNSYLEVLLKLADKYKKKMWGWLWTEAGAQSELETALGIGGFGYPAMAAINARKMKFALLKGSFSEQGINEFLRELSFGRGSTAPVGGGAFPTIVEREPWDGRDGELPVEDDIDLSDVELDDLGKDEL
Cneo AK release: Cryptococcus neoformans cell lysis inducers, primary screen, AK release luminescence, single concentration | C. neoformans lysis, adenylate kinase release luminescence, 4 h; normalised: neutral wells 0, clomiphene wells 100 | lysis activity, % at 15 µM | hit rate 0.2% among 360,000 | AID 651654, 2012;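 active = mean lysis activity across replicates of at least 80%, whatever share of replicates individually reach that level; inactive = mean lysis activity below 80%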
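Material – log-phase Cryptococcus neoformans yeast cells · Input – 5 × 10^6 yeast cells/mL · Medium – fresh YPD growth medium · Doses – single compound concentration per well · Timing – static 4 h at 37 °C with compound, 1 h detection · Detection – adenylate kinase release luminescence · Read-out – signal increase indicating cell lysis · Control set – Clomiphene as positive lysis control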
SIRT5 block: SIRT5 desuccinylase inhibitors, primary screen, biochemical, fluorescence imaging, single point, set 5; NAD-dependent protein deacylase sirtuin-5, mitochondrial (Homo sapiens), Q9NXA8; Purified SirT5, succinyl-peptide AMC, trypsin-coupled fluorescence; inhibition, % at 15 µM; hit rate 1.1% among 330,000; AID 652115, 2013; in the data active = inhibition above about 15%; inconclusive = no clear call, values can overlap the other calls
Target sequence (Q9NXA8 whole entry, looked up): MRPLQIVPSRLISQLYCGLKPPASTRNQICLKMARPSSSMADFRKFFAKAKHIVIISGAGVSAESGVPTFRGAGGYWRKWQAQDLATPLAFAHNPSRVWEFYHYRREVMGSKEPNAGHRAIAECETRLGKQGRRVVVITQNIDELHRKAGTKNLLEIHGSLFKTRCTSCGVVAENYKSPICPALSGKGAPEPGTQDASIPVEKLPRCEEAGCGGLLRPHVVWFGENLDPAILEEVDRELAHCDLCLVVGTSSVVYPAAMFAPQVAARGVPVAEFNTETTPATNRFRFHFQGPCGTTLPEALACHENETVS
* marks the source's active call; other numbers are inactive results; ? = inconclusive; nt = no result given; [ ] = dose if it differs, or a comment.

| SMILES | Statin myotox sup | ARNT TACC3 PPI | esBAF inh | miR122 inh | ERp5 inh | Cneo AK release | SIRT5 block |
| --- | --- | --- | --- | --- | --- | --- | --- |
| C=Cc1ccc(C(=O)NC2CCCN(Cc3ccccc3F)C2)cc1 (stereo not drawn) | -8 | 17 | -3 | 9 | -4 | 1 | -2 |
| COCCCn1c(C(=O)N2CCOCC2)cc2c(=O)n3ccccc3nc21 | 1 | -10 | 3 | -1 | 2 | 4 | -44 |
| COc1ccc(C2N(c3ccc4c(c3)OCCO4)C(=O)C2(F)F)cc1OC (stereo not drawn) | nt | 2 | nt | nt | 0 | nt | -1 |
| C[C@@H]1CN([C@H](C)CO)C(=O)Cc2cc(NC(=O)Nc3ccc(C(F)(F)F)cc3)ccc2O[C@@H]1CN(C)CC1CCCCC1 | -48 | -35 | -1 | -11[16.7 µM] | 4 | -2 | -1 |
| CN(C)C(=O)[C@H]1[C@H](CO)[C@H]2Cn3c(ccc(C4=CCCC4)c3=O)[C@@H]1N2C(=O)c1ccccc1 | 11 | 7 | 2 | -3[16.7 µM] | -3 | -2 | -8 |
| COCCOc1cc(N2C(=O)CSCC2=O)c(Cl)cc1Cl | 23 | -4 | 0 | 0 | 5 | 5 | 1 |
| COc1ccc(CN=CC2=C(O)CNC2=O)cc1 | 4 | -5 | 8 | -5 | nt | 4 | nt |
| Cc1ccc(OCC(=O)O/N=C(\N)c2ccncc2)c(C)c1 | 42 | -9 | 69* | -6 | -1 | 1 | -1 |
| C/C=C/c1cnc2c(c1)C(=O)N([C@@H](C)CO)C[C@@H](C)[C@H](CN(C)C(=O)Cc1cccnc1)O2 | 2 | -15 | -5 | 25[16.7 µM] | -5 | -1 | -3 |
| CCOC(=O)c1c(C)[nH]c(C)c1C(=O)COc1ncnc2ccccc12 | 8 | -1 | -2 | -3 | 3 | -8 | 3 |
| Cc1c(C(=O)N2CCCCC2)nn(-c2ccc(Cl)cc2)c(=O)c1C#N | 2 | -1 | -6 | -8 | 2 | -1 | -5 |
| COc1ccc(NC(=O)Nc2ccc3c(c2)C(=O)N([C@H](C)CO)C[C@H](C)[C@H](CN(C)C(=O)Nc2ccc(OC)cc2)O3)cc1 | -9 | 13 | -1 | -4[16.7 µM] | -12 | -4 | 1 |
| O=C(C1CC1)N1CCN(Cc2ccccc2)CC1 | nt | -6 | nt | nt | -1 | nt | 4 |
| CC(Sc1n[nH]c(-c2cccs2)n1)C(=O)Nc1ccccc1F (stereo not drawn) | 9 | 5 | -9 | 0 | -5 | 0 | 1 |
| O=C(O)c1ccccc1NC(=O)c1ccccc1-c1ccccc1C(=O)O | 6 | -2 | -1 | -2 | 1 | 9 | nt |
| CCOc1ccc(Oc2c(C)oc3cc(O)ccc3c2=O)cc1 | 4 | -3 | -12 | 15 | 3 | 2 | -10 |
| CCCCCCCCNS(=O)(=O)CCNCc1ccccc1 | -3 | -4 | 6 | -2 | 7 | -2 | -3 |
| O=C(CCn1c(=O)oc2ccccc21)NCCC1=CCCCC1 | 2 | 16 | 7 | 2 | 7 | nt | nt |
| CC(NC(=O)CSc1ncnc2nc[nH]c12)c1ccccc1 (stereo not drawn) | -1 | 2 | -7 | -7 | 1 | 1 | -3 |
| CCOc1ccc(S(=O)(=O)NCc2ccncc2)cc1 | -4 | -1 | -19 | 27 | nt | -4 | nt |
| O=C(CSc1nc2ccc(NC(=O)CSc3nnnn3-c3ccccc3)cc2s1)Nc1ccccc1 | nt | -3 | nt | -4 | nt | -2 | nt |
| COc1cccc(CNC(=O)C[C@H]2C=C[C@@H](NC(=O)C3CCOCC3)[C@H](CO)O2)c1 | 0 | 4 | -1 | nt | -3 | 3 | -2 |
| COc1cccc2cc(C(=O)NCc3ccc(F)cc3)c(=N)oc12 | 3 | -8 | 3 | 6 | -8 | 0 | -1 |
| Cc1ccc(CNC(=O)CCc2ccc(S(=O)(=O)NC3CCCCC3)cc2)cc1 | -7 | -6 | 5 | 51 | nt | -3 | nt |
| CC(C)NC(=O)NCC[C@H]1CC[C@@H](NS(=O)(=O)c2ccc(-c3ccccc3)cc2)[C@H](CO)O1 | 7 | -9 | 9 | nt | -1 | 1 | 31* |
| O=C1CN(C(=O)c2ccc(Br)o2)C(c2ccc(F)cc2)c2cc(F)ccc2N1 (stereo not drawn) | 26 | -9 | 3 | -2 | nt | -2 | nt |
| COc1ccc(S(=O)(=O)N(CC(=O)N2CCN(C)CC2)c2ccc(C)cc2)cc1Br | 13 | -5 | 4 | nt | 1 | 9 | -1 |
| CO[C@@H]1CN(C)C(=O)c2cc(NC(C)=O)ccc2OC[C@H](C)N(Cc2cccc(F)c2)C[C@@H]1C | 4 | 7 | -7 | nt | -3 | 6 | -1 |
| COc1cccc(C(=O)N(Cc2ccco2)c2c(N)n(Cc3ccccc3)c(=O)[nH]c2=O)c1 | -5 | -6 | 1 | 0 | -1 | -1 | -13 |
| Cc1ccc2c(c1)N(S(=O)(=O)c1cc(-c3cc(C)no3)ccc1C)CCO2 | -11 | -2 | -2 | 17 | 3 | -1 | -3 |

Limited to esBAF inh and ARNT TACC3 PPI (2 entries from above):
mol | esBAF inh | ARNT TACC3 PPI
O=C1CN(C(=O)c2ccc(Br)o2)C(c2ccc(F)cc2)c2cc(F)ccc2N1 (stereo not drawn) | 3 | -9
COc1ccc(S(=O)(=O)N(CC(=O)N2CCN(C)CC2)c2ccc(C)cc2)cc1Br | 4 | -5

The list goes on.
| SMILES | Statin myotox sup | ARNT TACC3 PPI | esBAF inh | miR122 inh | ERp5 inh | Cneo AK release | SIRT5 block |
| --- | --- | --- | --- | --- | --- | --- | --- |
| C[C@@H]1CCCCO[C@H](CN(C)Cc2ccc3c(c2)OCO3)[C@@H](C)CN([C@H](C)CO)C(=O)c2cc(NC(=O)CCCN(C)C)ccc2O1 | -24 | 7 | 0 | 9[16.7 µM] | -8 | 0 | -4 |
| Cc1nc(Nc2ccncc2)c2oc3ccccc3c2n1 | nt | 7 | nt | -8 | 20 | nt | -7 |
| O=C(NC1CC1)C1CCN(C2CCN(C(=O)/C=C/c3ccc(F)cc3)CC2)CC1 | -2 | -10 | 4 | 5 | -1 | 0 | -1 |
| Cc1nn(Cc2ccccc2)c(=O)n1N(C)c1ncc(C(F)(F)F)cc1Cl | -4 | 0 | -7 | -12 | nt | -1 | nt |
| COc1ccc(NC(=O)Nc2ccc3c(c2)C(=O)N([C@@H](C)CO)C[C@@H](C)[C@@H](CN(C)S(=O)(=O)c2ccc(F)cc2)OCCCC[C@H](C)O3)cc1 | nt | 11 | -4 | 9[16.7 µM] | 5 | 0 | 6 |
| CCNC(=O)C[C@@H]1CC[C@@H](NC(=O)C2CC2)[C@H](CO)O1 | 4 | -7 | -4 | 1[16.7 µM] | -1 | -1 | 4 |
| COC(=O)c1ccsc1NC(=O)c1ccc2c(c1)OCCO2 | 13 | -3 | ? | 10 | 5 | -1 | 0 |
| COc1ccc(C2N(C(C)=O)CCCN2S(=O)(=O)c2ccc(C)cc2)cc1 (stereo not drawn) | 3 | -31 | 4 | 7 | -4 | 2 | nt |
| COc1ccc(S(=O)(=O)N[C@@H]2C=C[C@@H](CC(=O)NCc3ccccc3F)O[C@@H]2CO)cc1 | 3 | -8 | 0 | nt | -1 | -1 | 0 |
| O=C(C[C@@H]1CC[C@H]2[C@@H](COC[C@@H](O)CN2CCC(F)(F)F)O1)NCc1ccc2c(c1)OCO2 | -4 | -17 | -2 | 3[16.7 µM] | 3 | 2 | 1 |
| CCC1CCCCN1CCNC(=O)C1CCN(S(=O)(=O)c2cccc3nsnc23)CC1 (stereo not drawn) | -10 | -2 | 9 | 2 | 4 | -1 | 2 |
| N#Cc1c(Oc2ccc3ccccc3c2)sc(C(=O)c2ccccc2)c1N | 42 | -2 | -2 | 19 | nt | 5 | nt |
| CNS(=O)(=O)c1ccc2c3c(cccc13)C(=O)N2 | 2 | 8 | -6 | nt | 5 | 0 | -18 |
| CCC(=O)N1[C@H](CO)[C@@H](c2ccc(-c3cccc(F)c3)cc2)[C@@H]1CNC(C)=O | -7 | -10 | 2 | -7[16.7 µM] | nt | 1 | nt |
| Cc1ccc(-c2nnc(SC(C)C#N)n2N)cc1 (stereo not drawn) | 1 | -4 | 1 | 3 | nt | 0 | nt |
| N#Cc1ccc(CSc2nnc(-c3ccncc3)o2)cc1 | 0 | 0 | 4 | -3 | 4 | -20 | -5 |
| C=CCc1ccc(OCCOCCNCCOC)c(OC)c1 | 10 | 12 | -6 | nt | nt | 4 | nt |
| C[C@H]1CN([C@@H](C)CO)C(=O)c2cccc(NS(=O)(=O)c3cccs3)c2O[C@@H]1CN(C)S(=O)(=O)c1ccc(Cl)cc1 | -12 | nt | -6 | 8[16.7 µM] | -4 | -2 | 5 |
| COc1ccc(COC(=O)N/N=C(\C)CC(=O)Nc2ccc(Cl)cc2)cc1 | nt | -4 | nt | 2 | 4 | -1 | -3 |
| O=S(=O)(Cc1ccccc1)N1CCCCN2[C@H](CO)[C@H](c3ccc(-c4ccncc4)cc3)[C@@H]2C1 | nt | -7 | nt | -8[16.7 µM] | -1 | 0 | -2 |
| COc1ccc(NC(=O)N(C)C[C@@H]2Oc3c(NC(=O)c4cc(C)nn4C)cccc3C(=O)N([C@H](C)CO)C[C@@H]2C)cc1 | 16 | -12 | 1 | 10[16.7 µM] | 7 | -4 | 3 |
| O=C(Nc1ccc(Cc2ccncc2)cc1)c1ccc(S(=O)(=O)N2CCOCC2)cc1 | nt | nt | nt | 2 | 9 | -3 | -6 |
| O=C1OCC/C1=C\NCCCCCCCCN/C=C1\CCOC1=O | 41 | nt | -3 | 0 | 0 | -1 | -2 |
| O=C(Nc1cc(Cl)ccc1O)C1CC(c2ccccc2Cl)=NO1 (stereo not drawn) | 10 | 2 | -2 | 68 | 3 | -1 | -1 |
| CN(C)c1ccc(P(=O)(OCc2ccccc2)C(O)c2cccnc2)cc1 (stereo not drawn) | 16 | -1 | -9 | -1 | nt | -1 | nt |
| C[C@H]1CCCCO[C@@H](CN(C)S(=O)(=O)c2ccc(F)cc2)[C@@H](C)CN([C@@H](C)CO)C(=O)c2cc(NC(=O)NC3CCCCC3)ccc2O1 | nt | 21 | 1 | -15[16.7 µM] | -1 | 0 | -3 |
| CC(NC(=O)COC(=O)CCNC(=O)c1ccco1)C12CC3CC(CC(C3)C1)C2 (stereo not drawn) | 8 | -7 | -10 | -5 | nt | -1 | nt |
| CCC(C)c1ccc(OCc2ccc(C(=O)O)o2)cc1 (stereo not drawn) | -1 | -13 | 43 | nt | -3 | nt | -3 |
| CCOC(=O)CNC(=O)CSc1ccc(-c2nc3ccccc3[nH]2)cn1 | 13 | 1 | -5 | 1 | -1 | -1 | -3 |
| COc1ccc(/C=N/Nc2cc(N3CCCC3)nc(N3CCCC3)n2)cc1 | -40 | nt | -25 | 29 | 6 | 6 | -2 |
| COc1ccc(N2CCN(CC(=O)Nc3c(C)cc(C)cc3C)CC2)cc1 | 2 | nt | 1 | -2 | nt | -1 | nt |
| C=CCN1C(=O)SC(Cc2cccc(OC)c2O)C1=O (stereo not drawn) | 6 | -14 | -1 | -1 | 5 | 2 | -13 |
| COCCNC(=O)c1ccc2c(Cl)c3c(nc2c1)CCC3 | 0 | -4 | ? | -18 | 0 | -3 | 1 |
| O=C(NCc1ccccc1)c1ccc(S(=O)(=O)N2CCCCCC2)cc1 | 15 | nt | 6 | -2 | -9 | -1 | nt |
